ATXN2 expr inh: ATXN2 expression inhibition. HEK-293 ATXN2-luciferase reporter, luminescence, 24 h. AID 1745845. Potency, µM (top dose mostly 57 µM), for the others: top-dose activity change, negative = inhibition, actives largely listed as inhibitors. 360,000 tested, 0.72% active; further: on the % scale 0 is the no-effect control and ±100 the full control effect; nearly all actives have a fitted effect of over 55% in size
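qHTS (up to 57 uM final) was run with 24 h compound exposure of reporter cells at 37 °C. Each well was multiplexed: SteadyGlo luminescence measured ATXN2-luciferase expression after a fluorogenic Gly-Phe-AFC viability readout (25 uM final).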
HepG2 viability: counter-screen for TGF-b inhibitors: cytotoxicity in HepG2 cells. HepG2 CAGA-GFP viability, ATP luminescence, 18 h. Potency, µM (doses to about 46.1 µM), inactives show at the highest dose activity change, negative = cytotoxicity, actives largely listed as cytotoxic. 410,000 tested, 0.76% active. AID 588856; further: some results filed as inactive show a strong effect at the top dose
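CellTiter-Glo luminescence gave cytotoxicity after 18 hours at 37 degrees C. The cells were HepG2 CAGA-GFP in 1% FBS DMEM, stimulated with 500 pg/mL TGF-beta after compound addition. %Activity was normalised to no-cell wells (complete cell-killing) and DMSO (no toxicity), and curves were fitted and classified.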
A549 viability: A549 cytotoxicity, counter-screen for Nrf2 inhibitors; 390,000 tested, 0.16% active; Potency, µM (top dose mostly 46 µM), for the others: at the top dose activity change, negative = cytotoxicity, usual class: inhibitors; AID 504648; A549 ARE-Fluc cells, CellTiter-Fluor viability, 18-24 h; further: on the % scale 0 is the no-effect control and ±100 the full control effect
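A549 ARE-Fluc cells in 5% FBS OPTI-MEM, 5000 cells/well, rested 2 h then exposed to compounds in concentration-response for 18-24 h at 37 °C. Viability by CellTiter-Fluor fluorescence (Ex 405/Em 525) after 30 min; luciferase luminescence (BugLite, 15 min, RT) read afterwards.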
Nrf2 block: Nrf2 pathway inhibition; AID 504444; A549 ARE-Fluc reporter, luciferase luminescence, 18-24 h; 360,000 tested, 2.1% active; Potency, µM (titrated, usually from 46 µM), without a hit: at the highest dose activity change, negative = inhibition, most hits filed as inhibitors; further: on the % scale 0 is the no-effect control and ±100 the full control effect; nearly all actives have a fitted effect of over 60% in size
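Reporter: ARE-Fluc in A549. Exposure: 18-24 h, 37 °C, 5% CO2, 5% FBS OPTI-MEM. Readouts: fluorescent cytotoxicity (CellTiter-Fluor), then luminescent Nrf2 signal after BugLite.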
Nrf2 ARE act: activates Nrf2 signaling; 410,000 tested, 0.31% active; Potency, µM (doses to about 46.1 µM), without a hit: at the top dose activation, actives largely listed as activators; AREc32 ARE-luciferase reporter (MCF7-derived line), luminescence, 24 h; further: % of control where 0% means no effect; nearly all actives have a fitted effect of over 65% in size
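For detection, Steady-Glo was added and plates sat 30 min at RT; before that, AREc32_Fluc cells grown overnight in OPTI-MEM/5% FBS had been treated with 23 nL compound for 24 hr at 37 deg C.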
TGFb inhibitor: inhibitors of TGF-b signaling; HepG2 CAGA-GFP TGF-b/SMAD3 reporter, GFP fluorescence, 18 h; TGF-beta stimulated, 500 pg/mL final; Potency, µM (doses to about 46.1 µM), inactives show at the top dose activity, negative = inhibition, hits mostly inhibitors; 410,000 tested, 1.2% active; further: on the % scale 0 is the no-effect control and ±100 the full control effect; nearly all actives have a fitted effect of over 65% in size
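Using HEPG2 CAGA-GFP reporter cells at 1000 cells/well, we pinned test compounds, stimulated with recombinant TGF-beta (500 pg/mL final) and measured total well GFP after 18 h.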
ATXN viability: cell viability loss in ATXN counter-screen. S2 cells (HEK-293 line with an ATXN2-luciferase reporter) viability, CellTiter-Fluor protease fluorescence, 24 h. Potency, µM (highest dose often 56.7 µM), actives largely listed as cytotoxic. 400,000 tested, 0.49% active; further: nearly all actives have a fitted effect of over 40% in size
MCF10A rereplic: induces DNA re-replication in MCF 10a normal breast cells; 350,000 tested, 2.9% active; AID 624296; Potency, µM (series often up to 46.1 µM), for inactives: top-dose activity, positive = re-replication, hits mostly activators; MCF 10A DNA re-replication, Hoechst nuclear intensity, 48 h; further: % of control where 0% means no effect; nearly all actives have a fitted effect of over 50% in size
EPAC2 antagonist: antagonists of human EPAC2; Q8WZA2; EPAC2 GEF exchange of Rap1B-BODIPY-GDP, fluorescence; Potency, µM (series often up to 114 µM), without a hit: top-dose activity, negative = inhibition, most hits filed as inhibitors; 360,000 tested, 0.18% active; AID 720708; further: on the % scale 0 is the no-effect control and ±100 the full control effect; nearly all actives have a fitted effect of over 45% in size; many of its hits are not listed in these tables
Target sequence (Q8WZA2 whole entry, looked up): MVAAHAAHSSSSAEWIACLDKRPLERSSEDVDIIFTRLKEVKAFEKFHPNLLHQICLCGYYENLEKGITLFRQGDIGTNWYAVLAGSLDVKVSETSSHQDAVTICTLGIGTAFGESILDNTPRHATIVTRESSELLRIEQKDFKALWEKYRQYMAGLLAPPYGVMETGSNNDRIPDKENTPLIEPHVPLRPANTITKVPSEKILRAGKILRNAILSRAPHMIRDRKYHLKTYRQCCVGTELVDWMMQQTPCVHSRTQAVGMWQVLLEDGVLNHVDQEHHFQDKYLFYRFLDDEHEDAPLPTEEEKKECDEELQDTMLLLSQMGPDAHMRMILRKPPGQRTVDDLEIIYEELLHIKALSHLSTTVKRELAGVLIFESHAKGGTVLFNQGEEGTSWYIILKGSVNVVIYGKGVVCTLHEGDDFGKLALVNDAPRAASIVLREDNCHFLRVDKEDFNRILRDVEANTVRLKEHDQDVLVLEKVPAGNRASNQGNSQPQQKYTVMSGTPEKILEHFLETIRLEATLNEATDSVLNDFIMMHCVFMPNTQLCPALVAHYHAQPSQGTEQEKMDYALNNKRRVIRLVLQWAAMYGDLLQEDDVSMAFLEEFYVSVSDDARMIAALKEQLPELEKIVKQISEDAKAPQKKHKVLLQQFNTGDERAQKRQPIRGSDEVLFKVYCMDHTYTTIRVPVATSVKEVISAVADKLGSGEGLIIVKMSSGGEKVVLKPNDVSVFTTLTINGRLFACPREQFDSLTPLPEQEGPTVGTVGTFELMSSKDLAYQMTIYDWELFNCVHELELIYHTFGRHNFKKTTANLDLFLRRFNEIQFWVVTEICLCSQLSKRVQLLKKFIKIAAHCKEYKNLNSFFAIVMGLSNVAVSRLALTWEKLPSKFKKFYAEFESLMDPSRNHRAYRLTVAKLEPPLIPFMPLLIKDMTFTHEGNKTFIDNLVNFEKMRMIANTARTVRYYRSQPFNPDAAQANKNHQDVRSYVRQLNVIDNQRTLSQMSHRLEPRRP
Numbers without * were called inactive; i = inactive; ? = inconclusive; / = no result given; [ ] = another dose, or the depositor's remark. The call rests on the fitted dose curve; in most records, active means well fitted curve in the direction sought with a large enough effect; inconclusive means small, poorly fitted or top-dose-only effect, or another doubt; inactive means no such curve, though single readings can be large; an effect the other way counts as inactive or inconclusive. Potency means the concentration at half of the fitted maximal effect.

SMILES | ATXN2 expr inh | HepG2 viability | A549 viability | Nrf2 block | Nrf2 ARE act | TGFb inhibitor | ATXN viability | MCF10A rereplic | EPAC2 antagonist
CCCCn1c(N)c(N(CCC(C)C)C(=O)COC(=O)c2cccnc2SC)c(=O)[nH]c1=O | -9% | 0% | -8% | -15% | -0.7% | -9% | i | 9% | 7%
CCn1nc(C(C)C)cc1C(=O)N1CCCC(CO)(Cc2ccc(F)cc2F)C1 (centres undefined) | / | -6% | 0% | ? | 2.4% | -22% | i | -10% | 3%
O=C(CC1C(=O)NCCN1CCCc1ccccc1)NCCc1ccccc1Cl (centres undefined) | / | -33% | -7% | -10% | 0.5% | 0% | i | 2% | -10%
Cc1cc(=O)oc2cc(OCC(=O)NCCCN3CCCC3=O)c(Cl)cc12 | 4% | 2% | 0% | 1% | -0.3% | -4% | i | 0% | 3%
CCCSc1nc2c(c(=O)[nH]c(=O)n2C)n1C | 5% | -34% | -10% | -21% | 0.4% | 0% | i | -7% | 0%
CCOC(=O)C(C)Sc1nc(-c2ccccc2Cl)cc(-c2ccccc2)c1C#N (centres undefined) | 15% | 1% | -4% | -1% | 0.8% | 4% | i | / | /
Cc1noc(C)c1S(=O)(=O)N1CCC(C(=O)NCCC2=CCCCC2)CC1 | -7% | 4% | 0% | 13% | 0.0% | 1% | i | 16% | -1%
O=C(CSc1ncc(S(=O)(=O)c2ccc(Br)cc2)c(=O)[nH]1)NCc1ccccc1Cl | 0% | -8% | 0% | 7% | -1.2% | -10% | i | / | /
O=C(c1ccccc1)N1CCN(C(=O)C23CC4CC(CC(C4)C2)C3)CC1 | -8% | -6% | -3% | -10% | -1.2% | 27% | i | -7% | -1%
CCOC(=O)c1sc(=NC(=O)/C=C/c2cccs2)n(C)c1C | 56%[activator] | 6% | 20% | 30% | 8.2% | 0% | / | ? | 4%
O=C(Nc1ccccc1N1CCCCC1)c1ccc([N+](=O)[O-])o1 | -27% | -74% | -11% | ? | ? | 0% | ? | ? | -2%
Cc1onc(-c2c(F)cccc2Cl)c1C(=O)NCCc1ccc(S(N)(=O)=O)cc1 | -5% | -12% | 10% | / | -0.2% | 2% | i | -11% | -2%
Cc1c(Br)c(C(F)(F)F)nn1CC(=O)NCCN1CCOCC1 | -1% | 3% | 2% | 15% | -0.7% | 0% | i | 1% | 1%
Cc1ccc(S(=O)(=O)N(C)C2(C)CCS(=O)(=O)C2)cc1 (centres undefined) | -3% | -8% | 1% | / | -1.1% | 11% | i | 1% | -7%
COc1ccc(N2Cc3cccc(C(=O)N4CCOCC4)c3C2=O)cc1 | 1% | -6% | -2% | 8% | 0.3% | -2% | i | 0% | 4%
COc1ccc([C@H]2CC(=O)C=C(c3cccc(C#N)c3)C2)cc1 | 9% | -28% | 0% | -17% | 3.9% | -21% | i | -7% | -7%
c1ccc(Cn2nnnc2CN2CCOCC2)cc1 | -9% | 1% | -4% | -15% | -0.6% | -1% | i | -1% | 1%
CCCOc1ccc(C(=O)NNC(=S)NC(=O)c2cccs2)cc1 | ? | 1% | -19% | 7.3µM* | 14% | 6% | ? | -5% | 3%
FC(F)(F)c1ccc(Cl)c(NC2=NCCCCC2)c1 | -18% | -14% | 4% | 13% | -0.4% | -3% | i | -5% | 1%
N#Cc1ccccc1S(=O)(=O)N1CCN(Cc2cccs2)CC1 | / | 1% | / | / | 0.0% | -7% | i | / | 7%
COc1cc(C(=O)OCC(=O)Nc2c(F)c(F)c(F)c(F)c2F)cc(OC)c1OC | -9% | 0% | 2% | 0% | 3.6% | 6% | i | 10% | 0%
O=C(NC1CCCC1)C(NS(=O)(=O)c1cccc2nsnc12)c1ccccc1 (centres undefined) | 2% | 1% | -16% | 0% | -0.4% | -8% | i | 3% | -7%
CC(=O)c1c(C)[nH]c(C(=O)NCc2cccs2)c1C | -4% | -9% | 0% | -12% | 3.2% | 1% | i | -1% | -7%
COc1cc(Cn2c3ccc(NC(=O)CC(C)c4ccccc4)cc3c(=O)n2C)ccc1F (centres undefined) | ? | -51% | / | / | 0.3%[9.22 µM] | -33% | i | / | 10%
Cc1cc(Cl)c(S(N)(=O)=O)cc1OCC(N)=O | 7% | -1% | 9% | 24% | -0.8% | -28% | i | -7% | 5%

The list goes on (5 carried over from the part before).
SMILES | ATXN2 expr inh | HepG2 viability | A549 viability | Nrf2 block | Nrf2 ARE act | TGFb inhibitor | ATXN viability | MCF10A rereplic | EPAC2 antagonist
COc1cc(C(=O)OCC(=O)Nc2c(F)c(F)c(F)c(F)c2F)cc(OC)c1OC | -9% | 0% | 2% | 0% | 3.6% | 6% | i | 10% | 0%
O=C(NC1CCCC1)C(NS(=O)(=O)c1cccc2nsnc12)c1ccccc1 (centres undefined) | 2% | 1% | -16% | 0% | -0.4% | -8% | i | 3% | -7%
CC(=O)c1c(C)[nH]c(C(=O)NCc2cccs2)c1C | -4% | -9% | 0% | -12% | 3.2% | 1% | i | -1% | -7%
COc1cc(Cn2c3ccc(NC(=O)CC(C)c4ccccc4)cc3c(=O)n2C)ccc1F (centres undefined) | ? | -51% | / | / | 0.3%[9.22 µM] | -33% | i | / | 10%
Cc1cc(Cl)c(S(N)(=O)=O)cc1OCC(N)=O | 7% | -1% | 9% | 24% | -0.8% | -28% | i | -7% | 5%
COc1cccc(CNC(=O)CN2C(=O)NC(c3ccccc3)(c3ccccc3)C2=O)c1 | 6% | 3% | 1% | 0% | -0.8% | -25% | i | 2% | 0%
Clc1ccc(-c2csc(N3CCC(c4ccccc4)C3)n2)cc1 (centres undefined) | 51%[activator] | -1% | -12% | ? | 0.1% | -4% | i | 1% | 0%
O=C(O)c1cccnc1SCc1ccccc1Cl | 19% | -3% | -4% | 9% | 0.4% | 8% | i | -11% | -2%
Cc1cccc(CCN(C(=O)Cc2cccs2)C(C(=O)NC2CCCCC2)c2cccnc2)c1 (centres undefined) | -21% | 3% | 10% | ? | 0.2% | 22% | i | 7% | -9%
COc1ccccc1-c1ccc(SCc2ccccc2F)nn1 | 97%[activator] | -8% | 8% | ? | 6.1% | -21% | i | 4% | ?
Cc1cccc(NC(=O)CSc2nnc(C)c(=O)n2N)c1 | -13% | 13% | -12% | 1% | -1.8% | 26% | i | -5% | 1%
CSC1=N/C(=C\c2ccccc2C)C(=O)S1 | -20% | 4% | 0% | 14% | -0.4% | 9% | ? | 9% | 2%
CN(Cc1c(F)cccc1Cl)C(=O)c1cccc(S(=O)(=O)N2CCN(Cc3ccccc3)CC2)c1 | -10% | -16% | 0% | ? | 2.3% | ? | i | 6% | -8%
Cn1c(=O)c(-c2cccc(Cl)c2)c(O)c2ccccc21 | -13% | 8% | -12% | 0% | 0.3% | -38% | i | -12% | -1%
CCN(c1ccccc1)S(=O)(=O)c1cccc(C(=O)Nc2ccc(C)cn2)c1 | -14% | -3% | 6% | ? | 0.4% | 5% | ? | 4% | -17%
Cn1c2c(c(=O)n(C)c1=O)CN(CC1CCCO1)CN2 (centres undefined) | 11% | 5% | -3% | 3% | -0.9% | -9% | i | 0% | 3%
O=C1N/C(=C/c2ccc(N3CCOCC3)cc2)C(=O)N1Cc1ccc(F)cc1 | -23% | -10% | 14% | -6% | 0.5% | 0% | i | ? | 9%
CC1(C)CC(=O)C=C(c2ccc(COC(=O)c3ccc(-c4ccccc4)cc3)cc2)C1=O | 12% | 2% | / | / | 0.0% | 16% | i | / | 1%
Cc1ccc(Sc2ncccc2[N+](=O)[O-])cc1 | 15% | -2% | -9% | 1% | 2.3% | 0% | i | 0% | -14%
COCCNC(=O)CN(c1cc(C(F)(F)F)ccc1Cl)S(C)(=O)=O | -6% | 4% | ? | ? | -0.5% | -7% | i | 1% | 5%
COc1ccccc1C(=O)COC(=O)C1CCN(S(=O)(=O)c2ccc(C)c(C)c2)CC1 | 1% | -14% | -11% | 4% | -0.8% | -13% | i | 0% | -28%
Cc1ccc(C(CC(=O)N2CCNCC2)c2ccccc2)c(O)c1C (centres undefined) | / | -18% | -4% | -15% | -0.8% | ? | i | 17% | -9%
COc1cc(NC(=O)c2ccc([N+](=O)[O-])cc2)ccc1NC(=O)C(C)C | 6% | 8% | -5% | ? | 0.1% | 4% | i | -3% | -8%
[O-]C1=N/[N+](=C/c2ccc(Cl)c(Cl)c2)CC1 | 4% | 1% | 0% | 13% | 2.2% | 5% | i | -3% | 3%
Cc1ccccc1-n1nc(CO)c(C(=O)NCc2cccs2)n1 | / | -15% | 7% | -30% | 0.1% | -7% | / | / | /
CN(C(=O)CSc1nc2cc(Cl)ccc2c(=O)n1Cc1ccco1)C1CCS(=O)(=O)C1 (centres undefined) | 4% | -6% | -16% | -1% | 0.1% | 3% | ? | -1% | 3%
COC(=O)CCN1CCC(c2cc(-c3cccc(C(F)(F)F)c3)n[nH]2)CC1 | -23% | -16% | 9% | 13% | -0.3% | -9% | i | 5% | -5%
COc1cccc(NC(=O)CC(C)=O)c1 | 1% | 3% | 1% | -8% | 0.4% | -17% | i | -23% | -5%
Cc1cc(C)cc(N(CC(=O)N2CCn3c2nc2ccccc23)S(=O)(=O)c2c(C)noc2C)c1 | 3% | 11% | 1% | 10% | -0.7% | 2% | i | 5% | 3%
COc1ccc(NC(=O)CN(C)CC(=O)Nc2cccc3ccccc23)c(OC)c1 | 4% | -2% | -6% | -25% | -0.6% | -18% | i | 1% | -5%
CCCNC(=O)COC(=O)c1cc(-c2ccc(OC)cc2)nc2ccccc12 | 9% | -17% | -2% | -17% | 2.2% | 0% | i | ? | -1%
C=C(C)Cn1c2ccc(NC(=O)NCCc3cccs3)cc2c(=O)n1C | 16% | 2% | / | / | -0.4% | 31%[activator] | i | / | 8%
CC1CCN(C(=O)c2cc(Cl)ccc2NC(=O)c2ccco2)CC1 | 2% | -9% | 2% | 6% | -0.2% | 15% | / | 2% | 5%
CC(C)n1c(=S)[nH]c2c1c(=O)[nH]c(=O)n2C | -7% | 8% | -1% | 4% | -0.8% | -3% | i | -5% | 12%
CSc1ccc(Cl)c(C(=O)OCC(=O)N2CCN(c3ccccc3)CC2)c1 | -11% | -40% | -1% | ? | 0.1% | 0% | i | 0% | -17%

Compound activity as filed in PubChem BioAssay.

Some of the compounds tested, so the mix of outcomes need not match the whole.
